Caspase-7 inhib: allosteric or competitive inhibitors of human caspase-7; P55210; recombinant caspase-7, Ac-DEVD-AFC fluorescence rate; Potency, µM (titrated, usually from 57.5 µM), for inactives: at the top dose activity change, negative = inhibition, hits mostly inhibitors; 75,000 tested, 0.02% active; AID 889; active means well fitted inhibition curve with a large enough effect in the main read-out, with a control signal flat, not every such curve was filed as active; inconclusive means small, poorly fitted or top-dose-only effect, or a change in a side signal; further: potency means the concentration at half of the fitted maximal effect; % of control where 0% means no effect
USP2a inhib: USP2a (human) protease inhibition | O75604 | USP2a enzymatic assay, qHTS inhibition | Potency, µM (series often up to 38.3 µM), without a hit: at the highest dose activity change, negative = inhibition, actives largely listed as inhibitors | 60,000 tested, 0.1% active;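 further: potency means the concentration at half of the fitted maximal effect; nearly all actives have a fitted effect of over 60% in size; plate controls were DMSO for no effect and NEM full inhibition control for full effect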
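Inhibition is measured in a cell-free coupled assay with 20 nM USP2 core, 20 nM Ub-PLA2 and 20 uM NBD C6-HPC, 2.5 h incubation. Activity normalized to NEM control.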
Caspase-1 inhib: caspase-1 (human) inhibition, allosteric or competitive; P29466; Caspase-1 enzyme, Ac-WEHD-AFC fluorogenic rate; Potency, µM (doses to about 57.5 µM), without a hit: at the top dose activity change, negative = inhibition, most hits filed as inhibitors; 75,000 tested, 0.03% active;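 further: potency means the concentration at half of the fitted maximal effect; plate controls were vehicle for no effect and no substrate for full effect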
Tau fil binding: tau filament binding; 71,000 tested, 2% active; Potency, µM (highest dose often 57.1 µM), inactives show at the highest dose activity change, negative = inhibition; recombinant tau filaments, thioflavin S fluorescence, 15 h; filaments grown with octadecylsulfate alongside compound; AID 596;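 further: potency means the concentration at half of the fitted maximal effect; on the % scale 0 is the no-effect control and ±100 the full control effect; actives lower thioflavin S fluorescence by blocking filaments or displacing dye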
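Quantitative HTS: thioflavine S signal from ODS-induced tau filaments, excited at 450 nm, emission 510 nm. Conditions: 1 uM tau, 30 uM ODS, 15 h at 37 C, pH 7.4.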
ERK AVP block: inhibitors of vasopressin-stimulated ERK signaling pathway | HEK293-V1b, vasopressin-stimulated pERK AlphaScreen | Potency, µM (series often up to 57.5 µM), without a hit: at the highest dose activity, negative = inhibition, most hits filed as inhibitors | 72,000 tested, 0.99% active | AID 995; further: potency means the concentration at half of the fitted maximal effect; on the % scale 0 is the no-effect control and ±100 the full control effect; nearly all actives have a fitted effect of over 55% in size
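HEK293 cells stably expressing V1b receptor, preincubated 30 min at 37 °C with compound, then stimulated 5 min with 25 nM vasopressin. Phospho-ERK by AlphaScreen SureFire after 5 h RT; normalized to DMSO and vasopressin; AC50 by Hill fit.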
A350 autofl: A350 region autofluorescence; Compound autofluorescence, 340/450 nm, Alexa 350 dye-equivalents; active compounds read high; max dye-equivalent concentration, M; 59,000 tested, 11% active; in the data active means max dye-equivalent concentration above about 10 nM; inconclusive means mostly about 1.1 nM to 9.6 nM
Luciferase inh: blocks Photinus pyralis firefly luciferase activity. P08659. purified firefly luciferase, luminescence, 8 min. Potency, µM (doses to about 57.1 µM), for inactives: at the highest dose activity change, negative = inhibition, actives largely listed as inhibitors. 72,000 tested, 2.2% active. AID 411; further: potency means the concentration at half of the fitted maximal effect; on the % scale 0 is the no-effect control and ±100 the full control effect; nearly all actives have a fitted effect of over 40% in size
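qHTS concentration-response profiling: light output of P. pyralis luciferase with luciferin and 10 uM ATP, imidazole buffer pH 7.2. Read by luminescence after 8-min room-temperature incubation.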
BRCT inh green: blocks human BRCA1 BRCT binding to phosphopeptide, green readout | 75,000 tested, 0.05% active | BRCA1 BRCT-phosphopeptide binding, green fluorescence polarization | Potency, µM (highest dose often 76.9 µM), for inactives: at the highest dose activity change, negative = inhibition, most hits filed as inhibitors;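 further: potency means the concentration at half of the fitted maximal effect; plate controls were peptide without protein for full effect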
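Compounds were incubated for 12 min at room temperature with a complex of 100 nM fluorescein-tagged pBACH1 decapeptide and 250 nM His-tagged BRCT protein. Buffer was phosphate pH 7.3 with EDTA, DTT and Tween 20. Disruption of binding lowers the polarization signal.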
BRCT inh red: disrupts BRCA1 BRCT binding to phosphoprotein, red fluorophore readout; BRCT-phosphopeptide binding, red fluorescence polarization; P38398; AID 892; 75,000 tested, 0.03% active; Potency, µM (titrated, usually from 76.9 µM), without a hit: at the top dose activity change, negative = inhibition, hits mostly inhibitors; further: on the % scale 0 is the no-effect control and ±100 the full control effect
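Rhodamine-labelled pBACH1 10-mer (100 nM) bound to BRCT domain (100 nM) at pH 7.3; compounds incubated 12 min room temperature, polarization read. Free peptide defines full inhibition; unlabelled decapeptide titrated as control.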
CRE Fsk mod: CRE-bla signaling modulation under forskolin stimulation; Potency, µM (highest dose often 38.2 µM), without a hit: at the top dose activity change, negative = inhibition, hits mostly activators; AID 662; 71,000 tested, 2.5% active; CHO CRE-bla reporter (cAMP response element driving beta-lactamase), forskolin EC10, beta-lactamase ratio; active means well fitted activation curve with a large enough effect in the signal ratio, with a control signal flat, not every such curve was filed as active; inconclusive means small, poorly fitted or top-dose-only effect, or effect the other way, or a change in a side signal; the % refers to the signal ratio; further: potency means the concentration at half of the fitted maximal effect; % of control where 0% means no effect
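AC50 values, positive or negative, reflect shifts in EC10 NKH 477-induced CRE-bla reporter activity in CHO cells. Incubation lasted 3 h at 37 °C before CCF4 substrate (2 h, room temperature) and ratiometric 460/530 nm reading.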
HEK293 cAMP ctrl: raises cAMP in parental HEK293 cells, TSHR agonist counter-screen | 73,000 tested, 2.5% active | parental HEK293 CNG cAMP sensor, membrane potential fluorescence | AID 938 | Potency, µM (top dose mostly 57.1 µM), for inactives: at the top dose activation, actives largely listed as activators; further: potency means the concentration at half of the fitted maximal effect; % of control where 0% means no effect; nearly all actives have a fitted effect of over 55% in size
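Parental HEK 293 cells stably expressing a modified CNG channel (no TSHR) report cAMP rise as membrane depolarization. Membrane potential dye with 100 uM RO 20-1724 was loaded for 60 min at room temperature, then compound added for 30 min; fluorescence read at 590 nm.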
Numbers without * were called inactive; i = inactive; ? = inconclusive; . = not tested or not shown; & = joins results of further samples; [ ] = dose if it differs, or a comment. Unless noted, the call rests on the fitted dose curve; in most records, active means well fitted curve in the direction sought with a large enough effect; inconclusive means small, poorly fitted or top-dose-only effect, or another doubt; inactive means no such curve, though single readings can be large; an effect the other way counts as inactive or inconclusive.

Order of results: Caspase-7 inhib	USP2a inhib	Caspase-1 inhib	Tau fil binding	ERK AVP block	A350 autofl	Luciferase inh	BRCT inh green	BRCT inh red	CRE Fsk mod	HEK293 cAMP ctrl
- COc1ccccc1NC(=O)C1CCCCN1S(=O)(=O)c1ccc(F)cc1 (stereo unspecified)
    -1%	-3%	-1%	0%	6%	i	0%	2.1%	-0.7%	?	15%
- CC(CCc1ccccc1)NC(=O)CN1CCOc2ccccc21 (stereo unspecified)
    -2%	.	-2%	-5%	-13%	.	2%	-1.4%	0.8%	-3%	17%
- Cc1ccccc1-c1ccc2ncnc(N(C)C)c2c1
    -1%	4%	1%	2%	?	i	1%[2.29 µM]	7.3%	-3.2%	?	?
- O=C(CCc1nc(-c2ccccc2F)no1)Nc1ccc(Oc2ccccc2)cc1
    -1%	-13%	1%	0%	21%	i	0%	-2.2%	0.0%	?	17%
- Cc1nc(=O)c(-c2ccccc2)c(C)n1-c1ccc(C(=O)O)cc1
    2%	0%[7.66 µM]	-4%	-8%[11.4 µM]	7%	.	0%	0.6%	0.6%	?	16%[11.4 µM]
- COc1ccccc1CCNC(=O)c1cnn2c(C(F)F)cc(C)nc12
    -1%	.	-2%	-3%	-7%	.	3%	1.0%	-3.3%	?	6%
- COC(=O)c1ccccc1NC(=O)c1ccccc1NS(C)(=O)=O
    0%	-1%	-1%	-13%	-3%	?	2%	0.1%	-1.8%	?	?
- COc1cccc(C(=O)N(c2ccc(OC)cc2OC)C2C=CS(=O)(=O)C2)c1 (stereo unspecified)
    0%	2%	2%	2%	-9%	i	3%	0.8%	1.3%	-3%	4%
- CN(C)CCN(C)C(=O)c1ccc(-n2c(=O)c(=O)[nH]c3ccccc32)cc1
    0%	.	-3%	.	.	.	.	-3.8%	-3.8%	.	-6%
- CCCCOC(=O)c1ccc(NC(=O)c2ocnc2C)cc1
    0%	25%	-3%	4%	-2%	i	-12%	0.8%	0.2%	11%	5%
- CCN(CC)S(=O)(=O)c1ccc2c(c1)c(=O)c(C(=O)NCCCN(C)c1ccccc1)cn2C
    0%	30%[activator]	-2%	-4%	-4%	i	-1%	0.2%	-0.1%	?	-4%
- Cc1c(C(=O)Nc2ccc(F)cc2)oc2ccc(S(=O)(=O)N3CCC4(CC3)OCCO4)cc12
    -2%	64%[activator]	-5%	24%	?	i	0%	2.2%	-1.6%	1%	6%
- CCn1c(SCC(=O)Nc2cccc(NC(=O)c3cccs3)c2)nnc1-c1ccncc1
    -1%	29%	0%	5%	-19%	i	-8%	0.6%	0.9%	-24%	0%
- Cc1cccc(C)c1N1C(=O)c2ccccc2C1=O
    2%	2%	-2%	4%	-1%	.	-1%	0.2%	-1.9%	8%	5%
- CC1CCCCC1NC(=O)c1ccc(CNc2c(N3CCCC3)c(=O)c2=O)cc1 (stereo unspecified)
    -1%	.	0%	4%	-9%	.	1%	1.4%	0.3%	-13%	3%

A second format for 2 compounds above:
structure | Caspase-7 inhib | USP2a inhib | Caspase-1 inhib | Tau fil binding | ERK AVP block | A350 autofl | Luciferase inh | BRCT inh green | BRCT inh red | CRE Fsk mod | HEK293 cAMP ctrl
COC(=O)c1ccccc1NC(=O)c1ccccc1NS(C)(=O)=O | 0% | -1% | -1% | -13% | -3% | ? | 2% | 0.1% | -1.8% | ? | ?
O=C(CCc1nc(-c2ccccc2F)no1)Nc1ccc(Oc2ccccc2)cc1 | -1% | -13% | 1% | 0% | 21% | i | 0% | -2.2% | 0.0% | ? | 17%

(continued)
Order of results: Caspase-7 inhib	USP2a inhib	Caspase-1 inhib	Tau fil binding	ERK AVP block	A350 autofl	Luciferase inh	BRCT inh green	BRCT inh red	CRE Fsk mod	HEK293 cAMP ctrl
- O=C(CSc1nc2cc(Cl)ccc2s1)NC(=O)NCc1ccco1
    -11%	17%	-1%	43%	10%	i	1%	3.7%	1.2%	?	14%
- Cn1cc(Cl)c(C(=O)N(Cc2ccccc2)c2ccccn2)n1
    0%	.	-4%	2%	-17%	.	-1%	-1.7%	0.8%	-7%	7%
- CC(C)[C@H](NC(=O)NCc1ccco1)C(=O)O
    0%	-4%	-1%	-4%	10%	i	0%	-2.3%	0.2%	0%	8%
- O=C(CN1CCOCC1)Nc1ccc(S(=O)(=O)N2CCCCCC2)cc1
    -2%	8%	1%	3%	-1%	i	0%	1.8%	-0.1%	-4%	-16%
- O=C(NC1CCCCC1)N1CCC(c2nc3ccccc3[nH]2)CC1
    -1%	2%	-1%	-5%	-9%	i	0%	-2.0%	-2.0%	1%	5%
- Cc1ccc(NC(=O)CSCC(N)=O)cc1C
    ?	39%[activator]	?	3.2µM*	-15%	5.2e-07M*	-27%	-0.2%	0.2%	?	14%
- COc1cccc(CNC2CCCC2)c1
    0%	-9%	2%	-7%	-2%	.	-3%	-0.5%	-0.5%	-9%	7%
- O=C(O)CSc1cc(-c2ccccc2)nc2ccccc12
    -2%[11.5 µM]	.	-2%[11.5 µM]	-2%[11.4 µM]	1%[11.5 µM]	i	5%[11.4 µM]	0.5%[15.4 µM]	0.6%[15.4 µM]	-2%[7.6 µM]	16%[11.4 µM]
- CCOC(=O)c1cc(CN2CCOCC2)oc1-c1ccccc1
    3%	-8%	-3%	-5%	-6%	i	2%	-0.4%	-2.0%	13%	7%
- Cn1c(=O)n(CC(=O)Nc2cccnc2)c2ccccc21
    0%	-7%	-1%	-4%	-15%	i	3%	-0.8%	1.1%	1%	2%
- NCCNS(=O)(=O)c1cccc2c(Cl)cccc12
    0%&0%	-3%	-1%&0%	0%	-5%&23%	.	4%	1.3%&1.1%	-3.3%&-1.6%	?	14%
- CC1CCCCN1C(=O)CSc1nnc(-c2ccc(Cl)s2)o1 (stereo unspecified)
    -4%	14%	-2%	9%	15%	i	-4%	0.4%	-0.5%	-2%	?
- COc1ccccc1CN(Cc1cc2cc(C)ccc2[nH]c1=O)Cc1nnnn1Cc1ccco1
    -27%	39%[activator]	?	54%	-21%	1.3e-08M*	-16%	4.6%	-2.3%	-8%	20µM*
- O=C(c1ccco1)N1CCN(C2CCCC2)CC1
    1%	-5%	1%	3%	-4%	.	0%	-2.4%	-0.5%	-2%	12%
- CCOC(=O)C1CCCN(C(=O)c2ccc(OCC)cc2)C1 (stereo unspecified)
    2%	5%[7.66 µM]	-1%	-3%[11.4 µM]	-10%	.	3%	-3.5%	-0.2%	?	10%[11.4 µM]

Whole records, looked up by structure. Screens in order: Caspase-7 inhib	USP2a inhib	Caspase-1 inhib	Tau fil binding	ERK AVP block	A350 autofl	Luciferase inh	BRCT inh green	BRCT inh red	CRE Fsk mod	HEK293 cAMP ctrl
CC1CCCCN1C(=O)CSc1nnc(-c2ccc(Cl)s2)o1 (stereo unspecified) across the screens: -4%	14%	-2%	9%	15%	i	-4%	0.4%	-0.5%	-2%	?
CCOC(=O)C1CCCN(C(=O)c2ccc(OCC)cc2)C1 (stereo unspecified) across the screens: 2%	5%[7.66 µM]	-1%	-3%[11.4 µM]	-10%	.	3%	-3.5%	-0.2%	?	10%[11.4 µM]

Following part
Order of results: Caspase-7 inhib	USP2a inhib	Caspase-1 inhib	Tau fil binding	ERK AVP block	A350 autofl	Luciferase inh	BRCT inh green	BRCT inh red	CRE Fsk mod	HEK293 cAMP ctrl
- CCOCCc1nnc(NC(=O)c2ccc(OC)c(OC)c2)s1
    -1%	0%	-2%	10%	-25%	i	2%	-0.3%	-3.6%	1%	-2%
- O=C(Cn1nnc(-c2ccncc2)n1)N1CCc2ccccc21
    -1%	4%	3%	-2%	0%	i	2%	-0.3%	0.7%	-18%	2%
- Cc1ccc(CNC(=O)CN(C)S(=O)(=O)c2cccc3cccnc23)cc1
    -2%	.	1%	0%	-4%	.	-1%	-2.0%	-0.9%	-8%	9%
- Cc1ccc(Nc2oc(C)nc2C#N)cc1
    0%	0%	2%	3%	10%	?	-11%	0.4%	0.8%	-3%	1%
- O=C(NCc1cc(F)cc2c1OCCO2)[C@H]1C[C@@H]1[C@H](NP(=O)(c1ccccc1)c1ccccc1)c1ccccc1
    -4%	.	-2%	-4%	?	.	.	-1.4%	-0.7%	-12%	?
- Cc1cc2c(cc1C)NC(c1cccnc1)C1=C(CC(C)(C)CC1=O)N2 (stereo unspecified)
    -1%	8%	1%	-3%	-13%	?	0%	-0.6%	-0.1%	-1%	-3%
- Cc1ccc(S(=O)(=O)N(Cc2ccc(F)cc2)Cc2ccco2)cc1
    -1%	-14%	-1%	7%	7%	i	-1%	1.8%	-0.9%	-22%	?
- CCOc1ccc(N2C(=O)CC(N3CCN(c4ccc(C(=O)c5ccncc5)cc4)CC3)C2=O)cc1 (stereo unspecified)
    -3%	23%	0%	6%	-11%	i	-1%	-0.7%	1.0%	-4%	-1%
